# Apaf1 inhib = human Apaf-1 inhibition; O14727; reconstituted apoptosome caspase-3 activity, DEVD-Rh110 fluorescence; inhibition, % at 20 µM; 330,000 tested, 0.71% active; active = inhibition of at least 40% at 20 µM;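 also: plate controls were DMSO wells for no effect and DEVD-CHO caspase inhibitor wells for full effect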
#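 Material: cell-free apoptosome with Apaf-1, procaspase-3 and caspase-9; Buffer or medium: Hepes pH 7.5 with detergent and BSA; Reagent: cytochrome c trigger plus (Z-DEVD)2-Rh110 caspase-3 substrate; Times: compound with Apaf-1, dATP, procaspase-3 30 min, then 50 min reaction, room temperature; Technique: Rh110 fluorescence intensity.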
# hIAP block = blocks human intestinal alkaline phosphatase. 330,000 tested, 0.12% active. inhibition, % at 10 µM. purified IAP, CDP-Star luminescence, 30 min;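 active = inhibition reaching a set limit with compound at 10 µM in the primary screen, cut at about 35% in these data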;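 also: plate controls were DMSO wells with enzyme for no effect and no-enzyme buffer wells for full effect; values of inactives mirror those of a sister screen read the other way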
# Target sequence (P09923 whole entry, looked up): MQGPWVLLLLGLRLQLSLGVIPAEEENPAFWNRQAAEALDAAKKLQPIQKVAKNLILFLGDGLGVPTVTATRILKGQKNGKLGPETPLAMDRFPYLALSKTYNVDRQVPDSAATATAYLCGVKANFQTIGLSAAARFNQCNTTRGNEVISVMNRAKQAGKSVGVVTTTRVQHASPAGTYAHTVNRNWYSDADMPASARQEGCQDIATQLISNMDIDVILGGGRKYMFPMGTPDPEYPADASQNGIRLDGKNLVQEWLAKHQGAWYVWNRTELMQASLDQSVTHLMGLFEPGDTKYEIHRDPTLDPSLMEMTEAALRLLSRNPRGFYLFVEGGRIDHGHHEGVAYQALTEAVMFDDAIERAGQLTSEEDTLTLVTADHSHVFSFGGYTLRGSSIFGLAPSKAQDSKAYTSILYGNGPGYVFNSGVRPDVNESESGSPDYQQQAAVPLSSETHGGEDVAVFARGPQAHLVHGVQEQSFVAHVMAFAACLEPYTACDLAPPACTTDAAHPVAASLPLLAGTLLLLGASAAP
# ATG4B inh = ATG4B (human) cysteine protease inhibition; Q9Y4P1; ATG4B cleavage of LC3-PLA2, NBD-HPC fluorescence, 1 h; inhibition, % at 8.33 µM; 340,000 tested, 0.51% active; AID 504462; in the data active = inhibition above about 40%
# Target sequence (Q9Y4P1 whole entry, looked up): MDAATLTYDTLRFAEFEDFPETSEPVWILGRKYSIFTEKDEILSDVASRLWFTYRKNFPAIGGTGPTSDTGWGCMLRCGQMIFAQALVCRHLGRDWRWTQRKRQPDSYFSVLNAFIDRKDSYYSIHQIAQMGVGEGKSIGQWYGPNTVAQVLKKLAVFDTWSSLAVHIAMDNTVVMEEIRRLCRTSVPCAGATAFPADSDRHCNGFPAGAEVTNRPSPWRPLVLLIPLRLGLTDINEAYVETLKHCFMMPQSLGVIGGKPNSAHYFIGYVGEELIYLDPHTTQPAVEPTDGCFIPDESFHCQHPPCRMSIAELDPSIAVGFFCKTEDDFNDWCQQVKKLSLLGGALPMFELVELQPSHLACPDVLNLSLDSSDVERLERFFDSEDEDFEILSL
# TIM10 inh = inhibits growth of TIM10 yeast strain | S. cerevisiae TIM10 strain growth, BacTiter-Glo luminescence, 24 h | inhibition, % at 10 µM | 330,000 tested, 1.4% active | AID 463195;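 active = inhibition of 40% or more at the single tested concentration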;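 also: wild-type TIM10 isogenic control strain grown at permissive 25 °C; 0% = DMSO yeast wells and 100% = minimal medium wells without yeast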
# hIAP act = human IAP activation | purified human IAP, CDP-Star luminescence, 30 min; active compounds read high; 1 = vehicle-only enzyme, 0 = enzyme-free background | P09923 | 330,000 tested, 0.16% active | activation factor at 10 µM;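 active = activation factor of the enzyme at least 2-fold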; also: the source names both 10 and 20 µM as test concentration; values of inactives mirror those of a sister screen read the other way
# NALP3 yeast inh = inhibitors of NALP3 inflammasome in yeast | 330,000 tested, 0.39% active | inhibition, % at 10 µM | Yeast reconstituted NLRP3/ASC/caspase-1, beta-gal luminescence, 24 h;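 active = inhibition of 50% or more; inactive = inhibition below 50%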;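 also: plate controls were induced DMSO wells for no effect and uninduced yeast grown without galactose for full effect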
# mIAP inh = mouse IAP inhibition; 330,000 tested, 0.2% active; AID 2806; purified mouse IAP, CDP-Star luminescence, 30 min; inhibition, % at 10 µM;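 active = inhibition of at least 40% at 10 µM in the primary screen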;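 also: plate controls were DMSO with enzyme for no effect and no enzyme wells for full effect; values of inactives mirror those of a sister screen read the other way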
# tim10-1 inh = growth inhibitors of tim10-1 mutant yeast; 330,000 tested, 2.2% active; S. cerevisiae tim10-1 ts strain growth, BacTiter-Glo, 24 h; inhibition, % at 20 µM;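 active = inhibition of at least 40%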;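 also: mutant grown at 25 °C; 0% = DMSO wells with yeast and 100% = wells holding no yeast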
# mIAP act = increases mouse intestinal alkaline phosphatase activity | muIAP, CDP-Star luminescence, 30 min; active compounds read high; 1 = vehicle-only enzyme signal, 0 = enzyme-free wells | 330,000 tested, 0.24% active | activation factor at 10 µM;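 active = activation factor of at least 2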; also: the source names both 10 and 20 µM as test concentration; values of inactives mirror those of a sister screen read the other way
#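 System: mouse IAP enzyme. Reagent: CDP-Star chemiluminescent phosphatase substrate. Benchmarks: DMSO wells, no-enzyme wells. Times: 30 min enzyme-substrate-compound incubation at room temperature. Detection: luminescence from enzymatic CDP-Star hydrolysis. Doses: test compounds delivered from DMSO solution.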
# * marks the source's active call; other numbers are inactive results. The order is random; any-hit rate near 4.5%.
SMILES,Apaf1 inhib,hIAP block,ATG4B inh,TIM10 inh,hIAP act,NALP3 yeast inh,mIAP inh,tim10-1 inh,mIAP act
CCOC(=O)N1CCN(C(=O)c2ccc3c(c2)sc2nc(-c4ccccc4)cn23)CC1,-1,-6,-7,45*,1.1,12,-4,36,1
COc1ccc(CNS(=O)(=O)c2c(C(=O)N3CCCCCC3)c(C)n(C)c2C)cc1,-10,3,-2,14,0.97,3,-2,25,1
COc1cccc(CN(C)C(=O)C2CCN(S(=O)(=O)c3cccs3)CC2)c1OC,3,-7,-6,7,1.1,17,6,7,0.94
CN1CCN(S(=O)(=O)c2ccc(NC(=S)NC(=O)C3CCCCC3)cc2)CC1,8,-27,-8,1,1.3,11,-4,18,1
COc1cc(C2(O)CCCCC2C)cc(OC)c1OC (centres undefined),-13,11,5,11,0.89,4,-5,11,1.1
O=C1c2cccc3cc([N+](=O)[O-])cc(c23)C(=O)N1CC1CCCO1 (centres undefined),-5,-29,-3,15,1.3,18,2,41*,0.98
COC(=O)c1ccc(Cn2cc(/C=C\[N+](=O)[O-])c3ccccc32)o1,8,-4,2,30,1,1,0,30,1
CCN1CCN(CC(=O)Nc2ccc3c(c2)OCO3)C(=O)C1=O,1,2,6,4,0.98,1,5,7,0.95
CCNc1nc(N)nc(-c2cc(Cl)ccc2OC)n1,-22,2,-1,5,0.98,8,0,7,1
CC(C)C(=O)NCCSc1c[nH]c2ccccc12,12,-8,-5,6,1.1,-1,-13,10,1.1
O=[N+]([O-])c1ccccc1/C=N/Nc1nnc(-c2ccccc2)c(-c2ccccc2)n1,-2,25,6,19,0.75,4,4,9,0.96
O=C(NCCO)C(=O)Nc1cc2c3c(c1)CCC(=O)N3CCC2,10,-5,-6,10,1,6,3,18,0.97
COC(=O)c1ccc(NC(=O)CSc2nncc3ccc(OC)c(OC)c23)cc1,-6,3,-1,4,0.97,9,-3,2,1
Cc1nccn1-c1ccc(C(F)(F)F)cc1NC=O,-4,-25,-8,-2,1.3,-10,-2,6,1
COc1ccc(/C(C#N)=C/c2c(-c3ccc(Cl)cc3)nc3c(C)cccn23)cc1,10,1,-2,14,0.99,31,7,22,0.93
O=C(O)Cn1c(-c2ccccc2)cc2ccccc21,5,-26,0,4,1.3,7,9,7,0.91
O=C(NCC1CCCO1)C(c1cccs1)N(C(=O)c1ccc(-c2ccccc2)[nH]1)C1CCCC1 (centres undefined),34,5,-3,7,0.95,0,1,32,0.99
CN=C(C)/C(C(=O)OC)=C(/O)c1c(F)cccc1F,3,19,-14,-18,0.81,12,0,6,1
CCCOc1ccc(NC(=O)C2CC(=O)N/C(=N/N=C(\C)CCc3ccc4c(c3)OCO4)S2)cc1 (centres undefined),26,-5,-12,19,1.1,19,13,24,0.87
CCOC(=O)c1oc2ccc(S(=O)(=O)n3nc(-c4cc(OC)c(OC)c(OC)c4)cc3N)cc2c1C,15,8,-7,8,0.92,14,5,12,0.95
O=C(Cc1cccc([N+](=O)[O-])c1)Nc1cccc(C(=O)N2CCCC2)c1,12,-8,4,0,1.1,16,-1,-2,1
CCCN1C(=O)C2(SC(NC(C)=O)=NN2C(C)=O)c2cc(C)ccc21 (centres undefined),-26,19,-4,4,0.81,-6,7,0,0.93
Cc1ccc(Cn2nnc3c(=O)[nH]c(C4CCCN(C(=O)Nc5ccc(F)cc5)C4)nc32)cc1 (centres undefined),24,2,2,-13,0.98,-5,7,11,0.93
CCOC(=O)C1(CCCc2ccccc2)CCN(C(=O)CCCn2cncn2)CC1,1,-2,-3,-5,1,12,-14,2,1.1
CC(C)CC(NC(=O)/C(=C\c1ccco1)NC(=O)c1ccco1)C(=O)O (centres undefined),2,10,-4,-10,0.9,20,2,-11,0.97
O=C1CSC(c2ccc([N+](=O)[O-])cc2)N1c1ccccc1 (centres undefined),9,-14,-6,-11,1.1,26,1,-1,0.99
CCCCCCc1c(O)nc(SCCN2CCOCC2)[nH]c1=O,-1,6,2,-7,0.94,15,5,6,0.95
COc1ccccc1NC(=O)Cn1cc(C#N)c2ccccc21,2,-5,-1,-2,1.1,7,0,-10,1
COc1ccccc1NC(=O)N1CCN(CCc2ccccc2)CC1,-6,-10,2,1,1.1,-17,-10,0,1.1
CCN(CC)C(=O)/C(=C/c1cccc([N+](=O)[O-])c1)NC(=O)c1ccco1,3,-21,0,-2,1.2,14,-1,13,1

# Given bar-delimited: 6 of the compounds above
SMILES | Apaf1 inhib | hIAP block | ATG4B inh | TIM10 inh | hIAP act | NALP3 yeast inh | mIAP inh | tim10-1 inh | mIAP act
COc1cccc(CN(C)C(=O)C2CCN(S(=O)(=O)c3cccs3)CC2)c1OC | 3 | -7 | -6 | 7 | 1.1 | 17 | 6 | 7 | 0.94
CN1CCN(S(=O)(=O)c2ccc(NC(=S)NC(=O)C3CCCCC3)cc2)CC1 | 8 | -27 | -8 | 1 | 1.3 | 11 | -4 | 18 | 1
COc1cc(C2(O)CCCCC2C)cc(OC)c1OC (centres undefined) | -13 | 11 | 5 | 11 | 0.89 | 4 | -5 | 11 | 1.1
O=C1c2cccc3cc([N+](=O)[O-])cc(c23)C(=O)N1CC1CCCO1 (centres undefined) | -5 | -29 | -3 | 15 | 1.3 | 18 | 2 | 41* | 0.98
COC(=O)c1ccc(Cn2cc(/C=C\[N+](=O)[O-])c3ccccc32)o1 | 8 | -4 | 2 | 30 | 1 | 1 | 0 | 30 | 1
CCN1CCN(CC(=O)Nc2ccc3c(c2)OCO3)C(=O)C1=O | 1 | 2 | 6 | 4 | 0.98 | 1 | 5 | 7 | 0.95

# Carrying on:
SMILES,Apaf1 inhib,hIAP block,ATG4B inh,TIM10 inh,hIAP act,NALP3 yeast inh,mIAP inh,tim10-1 inh,mIAP act
O=C(N/C(=C\c1ccc(Br)cc1)C(=O)N1CCOCC1)c1ccco1,-11,18,-4,-6,0.82,6,4,-7,0.96
Cc1ccc(-n2nc3c(c2NC(=O)c2ccc4c(c2)OCO4)CS(=O)C3)cc1 (centres undefined),-7,11,-1,0,0.89,5,2,10,0.98
Cc1cc(NC(=O)CCC(=O)N(Cc2ccco2)C2(C(=O)NC3CCCC3)CCCCC2C)no1 (centres undefined),4,-18,-6,-4,1.2,15,-4,9,1
CCCCC(O)(CCCC)C(=O)NN(C(=O)c1cccnc1Cl)c1ccccc1,2,14,5,6,0.86,20,3,25,0.97
CCOC(=O)c1[nH]ncc1CN1CCCC(C(=O)c2ccc(SC)cc2)C1 (centres undefined),4,-23,22,15,1.2,2,7,0,0.93
Cc1ccc(N=Cc2cc3c(cc2O)OC(N)=C(C#N)C3c2ccccc2)cc1 (centres undefined),9,-1,9,32,1,11,19,24,0.81
O=[N+]([O-])c1ccc(O)c(/C=N/n2cnnc2)c1,-12,9,12,13,0.91,10,-1,-2,1
CC(C)OC(=O)c1ccc(S(N)(=O)=O)o1,-1,5,-4,-7,0.95,7,3,8,0.97
COc1ccc(OC)c(-n2nnnc2SCC(=O)Nc2ccc3c(c2)OCCO3)c1,-22,14,1,-3,0.86,-3,0,-3,1
O=C(CNC(=O)c1ccccc1)OCC(=O)c1c[nH]c2ccccc12,-2,8,-1,-6,0.92,5,-18,-5,1.2
COc1ccc(C(=O)Nc2cc3c(oc2=O)CCCC3=O)cc1,7,10,-2,-18,0.9,11,6,-9,0.94
C/C(=N\NC(=O)C1=NNC(=O)C1C)c1cccs1 (centres undefined),-5,8,-2,-7,0.92,0,4,-18,0.96
C/C(=N\NC(=O)CSc1nc2ccccc2o1)c1ccc(O)cc1,-23,-13,-3,14,1.1,-20,10,16,0.9
O=C(COc1nncc2ccccc12)Nc1c(F)c(F)c(F)c(F)c1F,-10,-1,-9,-14,1,-11,-16,-7,1.2
CC1=CC(c2ccc(Cl)cc2)n2nc(NC(=O)CCC(=O)O)nc2N1 (centres undefined),-14,-8,-3,13,1.1,-1,1,-12,0.99
Cc1nn(C)c(Oc2ccccc2)c1CCNS(=O)(=O)c1ccc(F)cc1,2,-19,-12,11,1.2,0,-4,13,1
Cc1cc(C)c(NC(=O)COC(=O)CSc2ccc(Br)cc2C)c(C)c1,23,0,-5,-2,1,-9,-2,3,1
O=C1c2ccccc2NC2CCCCC12 (centres undefined),-18,-7,-6,-1,1.1,20,3,-11,0.97
COc1ccc(-c2nnc(SCC(=O)N(C)C3CCS(=O)(=O)C3)n2N)cc1OC (centres undefined),-12,-3,-9,-1,1,21,10,12,0.9
NC(=O)COc1ccc(-c2noc(COc3ccccc3[N+](=O)[O-])n2)cc1,-15,3,-6,12,0.97,9,-5,-6,1.1
O=C(NCCC1=CCCCC1)c1ccc(Br)o1,6,9,-8,6,0.91,-17,6,13,0.94
COc1ccc(CNC(=O)C2CCCN(S(=O)(=O)c3ccc(F)cc3)C2)cc1 (centres undefined),3,-20,-1,4,1.2,6,-2,16,1
COc1ccccc1/C=N/N1C(=O)c2cccc3cccc(c23)C1=O,-10,4,3,2,0.96,-8,2,10,0.98
C[C@H](CO)N1C[C@H](C)[C@@H](CN(C)C(=O)Nc2ccccc2)Oc2ccc(NC(=O)Nc3ccc4c(c3)OCO4)cc2C1=O,17,-1,-10,0,1,11,-202,1,3*
COc1ccc(C2c3ccc(O)cc3Oc3ncn(CCCO)c(=N)c32)cc1 (centres undefined),-27,-3,4,0,1,-16,-11,18,1.1
COc1ccc(Br)cc1C1CC(=O)N2CN(Cc3ccccc3)CSC2=C1C#N (centres undefined),78*,29,-9,5,0.71,1,5,12,0.95
COc1ccc(CCNC(=O)CSc2nc3[nH]c(=O)cc(O)c3s2)cc1,-5,2,-3,0,0.98,17,16,0,0.84
COc1ccccc1C1/C(=C(/O)c2ccc(Cl)cc2)C(=O)C(=O)N1CCN1CCOCC1 (centres undefined),0,13,3,-9,0.87,12,-4,3,1
COc1ccc(Cl)cc1Nc1nc(-c2sc(NC(=O)C(C)(C)C)nc2C)cs1,35,9,-26,-5,0.91,4,14,15,0.86
CC(=O)[C@@]1(O)CCC2C3C=CC4=CC(=O)CC[C@]4(C)C3CC[C@@]21C (some centres undefined),-287,0,1,9,1,14,6,23,0.94
CCC(Oc1ccccc1F)C(=O)Nc1ccc2c(c1)n(C)c(=O)n2C (centres undefined),-2,10,-6,-1,0.91,5,-8,-5,1.1
CCCSCCCNC(=O)CN1C(=O)COc2ccc(S(=O)(=O)N3CCCC3)cc21,-5,-10,-6,-7,1.1,6,5,20,0.95
Cc1ccc(S(=O)(=O)Nc2ccc3nc(C)sc3c2)c(C)c1,18,2,-7,17,0.98,31,-11,-9,1.1
O=C(CSc1nnc(C2CC2)n1C1CC1)c1cccs1,1,-2,-2,11,1,10,-2,6,1
COc1ccc(N2C(=O)C3CCCN3C2c2cc(OC)c(OC)cc2OC)cc1 (centres undefined),-4,4,-5,6,0.96,2,10,11,0.91
CCCc1nc(NC(C)=O)c(C#N)c(-c2ccco2)c1CC,-4,0,-1,13,1,10,6,20,0.94
Cc1ccc(S(=O)(=O)NC2CCOC(C)(C)C2)cc1 (centres undefined),-9,-1,1,-8,1,6,4,7,0.96
N/C(Cc1ccc(Cl)cc1)=N\OC(=O)c1ccc2ccccc2c1,-2,2,-13,75*,0.97,18,7,64*,0.93
O=C(c1ccc2nc(N3CCCCC3)sc2c1)N1CCN(Cc2ccc3c(c2)OCO3)CC1,19,14,-14,16,0.86,33,0,36,1
CCOC(=O)C1CCN(S(=O)(=O)c2ccc3c(c2)CC(=O)N3C)CC1,11,-13,-1,-3,1.1,14,-1,16,1
CCOc1ccc(NC(=O)c2nsc(Cl)c2Cl)cc1,0,13,-9,-17,0.87,47,-6,6,1.1

# From PubChem BioAssay
